Screens deposited in PubChem BioAssay by several laboratories.
MC4R ag barr = agonists of human melanocortin 4 receptor (MC4R) beta-arrestin; P32245; U2OS MC4R beta-arrestin complementation, luminescence; percent of melanotan II response, DMSO zero; activation, % at 8.9 µM; actives 0.98% (n = 360,000); AID 540308;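 active means activation above a per-plate cutoff, the mean activation of sample wells on that plate plus 3 SD, cut at about 8% in these data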
H9c2 protect = protects H9c2 cardiomyocytes from peroxide injury | H2O2 injury protection, ATPLite, 2 h | protection from H2O2 cell death, % at 20 µM | actives 0.63% (n = 360,000) | AID 588492;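 active means compounds giving at least 50% protection of heart cells from peroxide-induced death in the single-dose screen, raw or plate-pattern-corrected value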;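 further: 0% = DMSO wells with peroxide and 100% = DMSO wells without peroxide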
Glyco luc inh = blocks N-linked glycosylation in D54 reporter cells. reporter increase, % at 12.5 µM. actives 0.23% (n = 360,000). D54 ERlucT glycosylation luciferase reporter, 24 h; percent of 100 nM tunicamycin response;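 active means mean luciferase reporter signal, scaled so untreated is 0 and the glycosylation-blocking control 100, at or above a set limit in every replicate; inconclusive means mean reaches the limit but not every replicate does; inactive means mean below the limit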;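 further: luciferase carries N-glycosylation sites so blocking glycosylation raises the light; 0% = median of neutral control wells and 100% = median of 100 nM tunicamycin wells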
ABCB6 inh MLPCN = human ABCB6 transporter inhibition | Q9NP58 | K562-ABCB6 porphyrin accumulation, flow cytometry, 1 h; hits give low values | fluorescence ratio to DMSO, % at 10 µM | actives 0.19% (n = 360,000);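 active means fluorescence ratio to DMSO below 75%, the collection mean minus 3 SD; inconclusive means too few cells collected in the well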;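 further: signal is porphyrin accumulated inside mitochondria; 100% equals median channel fluorescence of DMSO control wells; lower ratio means ABCB6 inhibition with less porphyrin fluorescence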
PDI turbidity = blocks human protein disulfide isomerase activity; AID 588391; PDI insulin aggregation turbidity, A650, 90 min; P07237; inhibition, % at 10 µM; actives 0.052% (n = 350,000);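 active means mean inhibition across replicates of 30% or more, whatever share of single replicates reach that level; inconclusive means mean inhibition below 30% while every single replicate reaches 30%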;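 further: absorbance from insulin aggregation driven by PDI reduction with DTT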
Target sequence (P07237 whole entry, looked up): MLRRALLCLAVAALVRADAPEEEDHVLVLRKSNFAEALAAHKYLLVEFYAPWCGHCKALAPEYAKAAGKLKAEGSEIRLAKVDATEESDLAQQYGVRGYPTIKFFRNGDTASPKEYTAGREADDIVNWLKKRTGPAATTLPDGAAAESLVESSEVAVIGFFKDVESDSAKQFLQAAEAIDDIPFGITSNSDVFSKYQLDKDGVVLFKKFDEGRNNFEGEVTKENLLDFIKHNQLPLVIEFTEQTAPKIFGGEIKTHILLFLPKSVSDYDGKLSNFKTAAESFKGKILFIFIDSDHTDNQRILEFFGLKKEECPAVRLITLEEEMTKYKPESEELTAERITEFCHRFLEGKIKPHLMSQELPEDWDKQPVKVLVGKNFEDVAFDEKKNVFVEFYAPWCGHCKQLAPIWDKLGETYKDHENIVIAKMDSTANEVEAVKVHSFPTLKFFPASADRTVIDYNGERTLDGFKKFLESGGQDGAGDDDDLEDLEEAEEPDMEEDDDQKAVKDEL
CaV13 ICDI inh = Primary screen for inhibitors of IQ motif and Ca2+-dependent inactivation inhibitor domain binding in CACNA1D, Förster resonance energy transfer in living cells, …. HEK cells, CFP/YFP FRET ICDI-IQ, plate reader, 10 min; percent FRET-ratio fall versus neutral wells. inhibition, % at 12.3 µM. actives 0.098% (n = 340,000). AID 743397;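 active means mean replicate inhibition of at least 30% and at least 1% of replicates passing that level; inconclusive means only one of the two criteria is met; inactive means neither criterion is met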;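 further: 0% = median of the neutral control wells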
MC4R antagonist = human MC4R antagonism in cAMP assay; P32245; MC4R-expressing cells, MTII-stimulated cAMP, LANCE TR-FRET; inhibition, % at 6.5 µM; actives 0.48% (n = 360,000);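 active means inhibition above its plate's cutoff, the mean of tested wells on that plate plus 3 SD, cut at about 29% in these data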;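 further: 0% = Melanotan II alone and 100% = Melanotan II plus saturating MCL0020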
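Assay system: U2OS cells stably expressing human melanocortin 4 receptor (MC4R) / Dosing: 6.5 µM / Timing: compound 30 min, challenge 1 h, detection 1 h / Measured by: Eu-cAMP/anti-cAMP TR-FRET, emission 671 nm / Replicates: singlicate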
Vif imaging = blocks HIV Vif function; HEK293T cells, Vif self-association by quenched fluorescence, imaging, 24 h; inhibition, % at 7.49 µM; actives 0.35% (n = 340,000); AID 602346; in the data active means inhibition above about 50%, passing the limit was not always enough; inconclusive means no clear call, values can overlap the other calls; inactive means below about 31%; further: some results filed as inactive read as strong as hits
aDG glyco up = increases alpha dystroglycan glycosylation; activation, % at 10 µM; Pro5-aDG cells, alpha-DG glycosylation AlphaScreen (IIH6); 0% Pro5, 100% B10-LARGE cell signal; actives 0.22% (n = 360,000); AID 624168;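 active means activation of at least 8% versus controls, or a plate z-score of at least 8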;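 further: Pro5 are CHO cells carrying HIG-tagged alpha-DG that lacks glycosylation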
m5-HT2A agonist = activates the mouse 5-HT2A serotonin receptor; P35363; CHO-K1 mHTR2A beta-arrestin complementation, luminescence; percent of 30 µM serotonin response; activation, % at 7.6 µM; actives 0.66% (n = 360,000);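 active means activation above a run cutoff, the mean activation of all tested compounds plus 3 SD, cut at about 14% in these data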;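 further: 0% = plate median of compound wells and 100% = 30 µM serotonin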
Target sequence (P35363 whole entry, looked up): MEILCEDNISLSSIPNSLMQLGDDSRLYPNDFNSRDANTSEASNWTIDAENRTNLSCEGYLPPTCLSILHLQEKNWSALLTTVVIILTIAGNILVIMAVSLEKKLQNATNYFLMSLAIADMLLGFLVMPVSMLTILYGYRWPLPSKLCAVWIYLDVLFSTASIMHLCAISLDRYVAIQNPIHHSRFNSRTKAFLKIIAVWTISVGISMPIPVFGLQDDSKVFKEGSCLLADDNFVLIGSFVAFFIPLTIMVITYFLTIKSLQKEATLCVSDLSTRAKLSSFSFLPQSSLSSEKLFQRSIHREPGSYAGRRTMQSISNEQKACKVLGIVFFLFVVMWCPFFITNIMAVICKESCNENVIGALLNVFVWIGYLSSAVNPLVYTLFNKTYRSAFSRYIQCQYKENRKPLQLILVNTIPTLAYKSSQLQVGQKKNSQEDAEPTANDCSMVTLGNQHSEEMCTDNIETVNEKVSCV
* marks the source's active call; other numbers are inactive results; ? = inconclusive; / = no result given. Outcome played no part in choosing rows; any-hit rate near 3.6%.

SMILES	MC4R ag barr	ABCB6 inh MLPCN	CaV13 ICDI inh	aDG glyco up	Glyco luc inh	PDI turbidity	Vif imaging	H9c2 protect	MC4R antagonist	m5-HT2A agonist
N#Cc1cccc(NC(=O)Nc2cccs2)c1	0.9	92	/	0.0	-3	-1	-2	-13	-3	-1
COc1ccc(CCNC(=O)CN(c2cc(OC)ccc2OC)S(=O)(=O)c2ccccc2)cc1	0.3	93	-3	0.1	-3	-1	-6	5	20	2
NC(=O)NC(=O)C(Nc1ccc(N2CCCCC2)cc1)c1ccccc1 (stereo not drawn)	-1.8	97	-6	-0.1	0	-6	-1	-2	-6	-5
C=CCOC(=O)/C(=C\c1ccc(OC)cc1)NC(=O)c1ccco1	0.7	99	/	-0.2	0	1	/	10	6	-7
O=C(NCC1CCCO1)c1cccc(F)c1 (stereo not drawn)	-1.1	106	-5	-0.1	0	7	12	-7	2	3
CCOc1ccc(S(=O)(=O)Nc2cccc(C(=O)N(C)CC(=O)Nc3cccc(OC)c3)c2)cc1	-0.4	92	-5	0.1	1	12	18	-2	6	-4
COc1ccc(C(=O)Oc2cc(/C=N/NS(=O)(=O)c3ccccc3)ccc2OC)cc1	0.6	199	/	0.1	0	?	/	2	-2	-1
COc1cc(NC(=O)C/C(C)=N/NC(=O)C(=O)NC2CCCCC2)c(OC)cc1Cl	-0.1	106	-2	0.3	-1	-5	-9	-4	7	4
CC(=O)c1ccccc1NC(=O)CSCc1nc2sc(C)c(C)c2c(=O)[nH]1	1.0	97	-3	1.4	2	-9	-2	0	8	-5
Cc1cc(C)c2c(=O)[nH]c(SCc3ccccc3)nc2n1	-1.1	95	-3	0.0	0	-6	0	25	5	-1
CCOC(=O)c1c(C)[nH]c(C(=O)NNC(=O)c2ccc(C(C)(C)C)cc2)c1C	0.2	96	-4	-0.1	7	15	3	1	1	0
CC(NC(=O)COC(=O)C1CCN(c2ccc(C(F)(F)F)cn2)CC1)c1ccc(F)cc1 (stereo not drawn)	3.1	105	-2	-0.1	2	9	5	-4	5	-2
CC(C)N1CCC(N2CCN(CCCn3cccn3)CC2CCO)CC1 (stereo not drawn)	-0.2	105	-4	0.4	-2	-2	-10	0	22	-2
Cc1noc(C)c1C(=O)N1CCC1(C)C(=O)NS(=O)(=O)c1cccc(OC(F)F)c1 (stereo not drawn)	0.9	108	-5	1.5	1	16	3	-1	6	4
CSc1nnc([C@@H](NC(=O)OC(C)(C)C)C(C)C)o1	-2.1	94	-4	-0.4	-2	11	3	0	-2	-5
c1ccc(-c2c[n+]3c(n2-c2ccccc2)CCC3)cc1	-2.2	95	-5	-0.1	1	21	12	-11	-7	3
CCN(CC)C(=O)N1CCn2c(nc3ccccc32)C1	4.9	96	-6	0.0	0	2	5	0	2	0
COc1cc2c(cc1NC(=O)c1ccco1)CCCC2	2.4	98	-7	0.1	1	-9	/	-4	1	1
O=C(c1n[nH]c(=O)c2ccccc12)N1CCN(Cc2ccc3c(c2)OCO3)CC1	3.1	104	21	0.2	-2	1	4	8	9	-3
NC(=O)c1cccn(Cc2ccc(C(F)(F)F)cc2)c1=O	1.3	89	-5	-0.4	0	0	12	4	-2	4
Cc1c(CN2CCCC(C(=O)c3cccc(OC(C)C)c3)C2)c(=O)n(-c2ccccc2)n1C (stereo not drawn)	0.3	96	0	-0.4	-1	6	-1	6	15	-6
COC1CCCN(Cc2cn(C)nc2-c2ccc(Oc3ccccc3)cc2)C1 (stereo not drawn)	1.3	101	-7	-0.2	-3	5	7	5	16	-1
CCn1cc(C(=O)NCc2ccncc2)c(=O)c2cc(F)c(N3CCN(C(=O)c4ccco4)CC3)cc21	1.5	102	-21	0.0	-7	11	-1	35	10	-19
CS(=O)(=O)N(CC(=O)NC1CCCCC1)Cc1ccc(F)cc1	-1.5	93	-4	0.2	-1	1	5	-7	19	2
C=CCN1C(=O)CS/C1=N\S(=O)(=O)c1ccc(Cl)cc1	2.3	106	-3	0.0	1	1	-2	-7	7	-2
COc1ccc(C(=O)C2CCCN(Cc3ccc4nonc4c3)C2)c(C)c1 (stereo not drawn)	-1.5	86	-2	-0.1	-6	7	-11	-2	2	-3
COC(=O)c1ccc2[nH]c(CO)c(-c3ccccc3)c2c1	0.1	97	-10	-0.3	12	-6	4	-2	-2	-3
CCCCCCN1C[C@H](n2cc(-c3ccc(F)cc3)nn2)[C@@H](O)C[C@@H]1c1ccccc1	2.2	94	-4	0.1	0	6	-2	-19	-1	8
O=C(NCc1ccccc1)c1ccc2c(=O)n3c(nc2c1)CCCCC3	-2.4	98	-3	-0.1	0	15	-7	-3	0	4
CCN(CC)S(=O)(=O)c1ccc(N2CC(C(=O)NCCC3=CCCCC3)CC2=O)cc1 (stereo not drawn)	-1.3	98	-5	0.0	-1	2	7	-7	3	-5
NCC1C2CCC(O2)C1CO (stereo not drawn)	-0.6	103	-5	0.2	2	1	-4	6	-8	7
CCOC(=O)Cn1c(=O)oc2cc(S(=O)(=O)N3CCCc4ccccc43)ccc21	-1.2	96	-6	-0.3	0	1	4	-16	30*	-4
CCc1ccc(N2CC(C(=O)NC3CCCCC3C)CC2=O)cc1 (stereo not drawn)	-0.5	92	-3	0.0	-2	-2	-3	-8	5	6
CNc1nc(N2CCc3ccccc32)ncc1F	0.6	108	-7	0.1	-2	-1	-4	-13	-11	-2
CC(C)(C)NC(=O)C(c1ccncc1)N(C(=O)Cn1nnc(-c2ccc(F)cc2)n1)c1ccc(F)cc1 (stereo not drawn)	-1.0	103	-5	0.3	-3	-4	18	4	7	3
Cc1cccc(NC(=O)C(C)Sc2nc3nc(C)cc(C)n3n2)c1 (stereo not drawn)	-1.7	97	-5	0.2	-2	-18	0	4	8	-5
Cc1ccc2nsnc2c1NC(=O)c1cncc(Br)c1	4.2	95	1	-0.2	-1	-5	25	-2	-3	3
Cc1cc(OCC(=O)OCC(=O)N(C)c2c(N)n(Cc3ccccc3)c(=O)[nH]c2=O)ccc1Cl	-1.0	98	-15	-0.1	1	2	1	5	4	-5
COc1ccc(NC(=O)CN2CC(C)OC(C)C2)cc1Cl (stereo not drawn)	-0.3	101	-5	-0.2	2	0	-7	-2	13	0
O=C(Cn1sc2ccccc2c1=O)Nc1ccc(Cl)cc1	-2.4	101	-5	0.1	0	5	-4	-35	3	-2
COc1ccc(CNC(=O)COC(=O)c2cccn2C)cc1	-0.3	99	-5	0.2	1	6	-6	3	-3	4
COc1ccc(OC)c(NC(=O)CCN2CCN(C/C=C/c3ccccc3)CC2)c1	-1.0	101	-6	-0.1	-1	7	3	1	-1	-10
Cc1cc2c(s1)c1cnn(-c3ccccc3)c(=O)c1n2C	0.1	100	-9	0.2	2	-5	6	1	3	5
CC12CN3CC(C)(CN(C1)C3c1ccc(Cl)cc1Cl)C2=O (stereo not drawn)	-0.5	95	-1	0.1	1	/	-3	-2	5	1
O=c1oc2ccccc2c(NCc2ccc(Cl)cc2)c1[N+](=O)[O-]	0.7	102	-2	0.1	0	0	-5	-15	26	-6
COc1ccc(NC2CC(=O)N(c3ccccc3)C2=O)cc1 (stereo not drawn)	0.2	94	-5	-0.1	2	3	3	1	7	-4
Cc1ccc(S(=O)(=O)NC(=NC2CCCCC2)c2ccc(Cl)cc2)cc1	-2.9	94	/	0.0	-1	-7	15	-10	8	-6
COc1ccc2sc(N(CCCN(C)C)C(=O)c3nc4ccccc4s3)nc2c1	12*	93	-6	0.1	0	-8	-13	5	-10	-2
Cc1cccc(C2=NN(c3ccc(Br)cc3)[C@@H](C(=O)N3CCOC3=O)[C@@H]2c2ccccc2)c1	0.1	96	/	0.2	2	8	-1	5	13	2
CC(=O)c1ccc(C(=O)N2CCc3c([nH]c4ccccc34)C2c2cccc(C)n2)s1 (stereo not drawn)	-0.5	101	-5	-0.1	1	-2	-6	-1	-1	-9
O=C(Cn1[nH]c(=O)c2ccccc2c1=O)NCCN1C(=O)S/C(=C\c2ccccc2)C1=O	-0.6	91	-3	-0.5	-3	-10	-17	38	2	8
Cc1ccc(/C=N/NC(=O)c2c[nH]c3ccccc23)s1	0.1	101	/	0.1	-1	5	44	21	2	7
CC(=O)N1CCCc2cc(S(=O)(=O)N3CCCC(C(=O)NCc4ccc(C)cc4)C3)ccc21 (stereo not drawn)	1.8	100	-14	-0.1	-1	-6	-3	-7	15	-5
COC(=O)c1cc(C(=O)Nc2ccc(S(=O)(=O)NC(C)(C)C)cc2)cc([N+](=O)[O-])c1	0.1	96	-2	-0.2	0	9	3	-1	10	5
CCC1=NN2C(=N)/C(=C/c3ccc(OS(=O)(=O)c4ccccc4)cc3)C(=O)N=C2S1	-0.1	102	/	0.0	1	9	-3	5	1	-1
Cc1ccc2c(CSc3nnc4ccccn34)cc(=O)oc2c1C	-2.8	97	-5	0.0	3	-13	-10	3	-1	2
Cc1cccc(COc2ccc(/C=C3/C(=O)N(C)C(=S)N3C)cc2)c1	-1.4	100	0	-0.1	-1	3	-4	-8	8	-3
NC(=O)COC(=O)c1cc(S(=O)(=O)N2CCN(c3ccccc3)CC2)ccc1Cl	-0.6	98	-3	-1.4	1	0	17	-4	22	-4
COc1ccc(OC(C)C(=O)NC2CC(C)(C)NC(C)(C)C2)cc1 (stereo not drawn)	0.6	100	-5	0.2	0	9	-3	-12	13	0
COc1ccc2c(c1)c(=O)oc1c(C)c(OCc3ccc(C(=O)O)cc3)ccc12	-1.1	97	/	0.1	4	-3	/	7	5	6

(listing goes on)
SMILES	MC4R ag barr	ABCB6 inh MLPCN	CaV13 ICDI inh	aDG glyco up	Glyco luc inh	PDI turbidity	Vif imaging	H9c2 protect	MC4R antagonist	m5-HT2A agonist
Nc1nc(=S)c2ncn(C3OC(CO)C(O)C3O)c2[nH]1 (stereo not drawn)	1.3	98	-20	0.0	66*	-5	8	0	-4	3
COC(=O)[C@@]1(Cc2ccc(F)cc2)[C@H]2c3cc(C(=O)N(C)C)n(CCc4c[nH]c5ccc(O)cc45)c3C[C@H]2CN1C(=O)c1ccccc1	/	125	-8	-0.5	/	/	/	/	/	26*
COC(=O)c1ccc(CSc2nnc(NCc3ccccc3)s2)o1	1.7	102	-6	-0.3	0	1	-9	-8	8	-2
CCc1ccc(NC(=O)CN(N=Nc2nonc2C)c2nonc2C)cc1	-1.9	97	-17	0.2	1	12	2	3	-1	4
